Screening results deposited in PubChem by several laboratories.
STK33 kinase inh: inhibitors of human STK33 kinase; purified STK33, MBP phosphorylation, ADP-Glo luminescence; inhibition, % at 10 µM; 0.073% of 320,000 active;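 active means inhibition at or above 25%, using the most active replicate where run in duplicate; inactive means inhibition below 25%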
Target sequence (Q9BYT3 whole entry, looked up): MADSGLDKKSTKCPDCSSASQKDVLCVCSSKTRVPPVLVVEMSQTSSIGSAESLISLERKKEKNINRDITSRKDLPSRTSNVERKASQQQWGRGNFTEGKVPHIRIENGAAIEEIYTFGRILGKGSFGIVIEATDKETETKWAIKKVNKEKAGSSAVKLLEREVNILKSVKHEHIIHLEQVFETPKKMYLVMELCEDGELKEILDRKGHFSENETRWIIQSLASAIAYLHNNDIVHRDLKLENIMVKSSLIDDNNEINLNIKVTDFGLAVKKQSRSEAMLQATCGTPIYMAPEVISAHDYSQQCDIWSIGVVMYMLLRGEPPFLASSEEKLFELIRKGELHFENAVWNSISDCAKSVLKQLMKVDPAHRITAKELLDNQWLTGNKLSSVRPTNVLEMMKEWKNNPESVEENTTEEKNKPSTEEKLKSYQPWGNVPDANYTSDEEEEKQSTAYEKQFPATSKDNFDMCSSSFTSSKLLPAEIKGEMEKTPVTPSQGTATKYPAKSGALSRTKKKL
Kir21 block: inhibitors of mouse Kir2.1 inward-rectifier potassium channel; HEK293-Kir2.1, FluxOR thallium flux fluorescence; stronger effect = lower value; B-score at 10 µM; P35561; 0.85% of 310,000 active;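 active means fluorescence ratio B-score at or below minus 3 SD of library scores, with starting-brightness B-score within 2 SD, cut at about -4.2 in these data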;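 further: channel flux triggered by added potassium and thallium sulfate stimulus; B-score of peak minus minimum fluorescence over baseline after thallium stimulus; more negative B-score means stronger Kir2.1 block with less thallium influx; some compounds called inactive have numbers as strong as hits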
Target sequence (P35561 whole entry, looked up): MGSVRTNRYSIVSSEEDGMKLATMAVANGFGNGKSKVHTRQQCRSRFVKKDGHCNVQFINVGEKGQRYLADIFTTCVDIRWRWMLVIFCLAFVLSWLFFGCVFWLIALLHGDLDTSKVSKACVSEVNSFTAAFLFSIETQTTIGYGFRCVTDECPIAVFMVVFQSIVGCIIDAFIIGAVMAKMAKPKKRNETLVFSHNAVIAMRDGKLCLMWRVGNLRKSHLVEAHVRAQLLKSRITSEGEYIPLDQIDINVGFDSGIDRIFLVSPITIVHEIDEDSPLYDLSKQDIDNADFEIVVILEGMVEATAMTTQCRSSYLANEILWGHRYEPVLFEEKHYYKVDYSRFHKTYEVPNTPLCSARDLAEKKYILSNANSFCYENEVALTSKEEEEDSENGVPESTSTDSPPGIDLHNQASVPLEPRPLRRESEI
Numbers without * were called inactive. Hits appear at their usual frequency (roughly 0.84% active in at least one column).

COc1ccc(/C(O)=C2/C(=O)C(=O)N(CCCN(C)C)C2c2cccc(Cl)c2)cc1OC (stereo not drawn) was read as STK33 kinase inh -0.3 and Kir21 block -0.79.
O=S(=O)(/C=C/c1ccccc1)c1ccccc1 was read as STK33 kinase inh -1.2 and Kir21 block -0.62.
O=C(Cc1nnc(NC(=O)Nc2ccc(F)cc2)s1)Nc1ccccc1 was read as STK33 kinase inh 0.7 and Kir21 block -0.32.
CCOC(=O)/C=C/C(=O)Nc1ccc(S(=O)(=O)N2CCCCCC2)cc1 was read as Kir21 block -0.49.
Screening O=C(NC1CC1)C1=C[C@H](c2ccc(C(F)(F)F)cc2)C[C@H](OCc2ccc(CO)cc2)O1 returned STK33 kinase inh 0.5 and Kir21 block -3.98.
Cc1c(Cl)cccc1-n1c(SCC(=O)N(C)Cc2ccccc2)nnc1-c1ccncc1 was read as STK33 kinase inh -0.9 and Kir21 block -0.14.
For COc1ccc(C)cc1S(=O)(=O)NCC(c1cccnc1)N1CCc2ccccc2C1 (stereo not drawn) the results were STK33 kinase inh 1.8 and Kir21 block -0.14.
For O=C(CN(Cc1ccc(F)cc1)C(=O)CCC(=O)Nc1ccccn1)NCc1ccco1 the results were STK33 kinase inh 0.7 and Kir21 block -1.17.
`COc1cc(/C=C(/C#N)c2ccc(F)cc2)ccc1OCc1ccc(C(=O)O)o1` gave STK33 kinase inh 0.6 and Kir21 block 1.24.
`CCCCN1CC(=O)N2[C@H](c3ccc(OC)cc3)[C@@H]3C(=O)N(CC)C(=O)[C@@H]3[C@]2(Cc2ccccc2)C1=O` gave STK33 kinase inh 1.2 and Kir21 block -0.86.
Screening COCCn1c(SCC(=O)Nc2ccc(C(C)=O)cc2)nc2c([nH]c3ccccc32)c1=O returned STK33 kinase inh -2.2 and Kir21 block -0.22.
For CCOC(=O)C1(CCOc2ccccc2)CCN(Cc2ccc(OCCO)cc2)CC1 the results were STK33 kinase inh 14.9 and Kir21 block -0.21.
CC1CCCc2sc3ncn(N)c(=N)c3c21 (stereo not drawn) was read as STK33 kinase inh 2.0 and Kir21 block 0.53.
Cc1ncc([N+](=O)[O-])n1CCOC(=O)NC(Nc1ccc(F)cc1)C(Cl)(Cl)Cl (stereo not drawn) was read as STK33 kinase inh -1.2 and Kir21 block 3.42.
Screening CCc1ccccc1N/N=C(/C)c1c(O)cc(C)oc1=O returned STK33 kinase inh -0.9 and Kir21 block 1.91.
CCOC(=O)CNC(=O)Cn1cnc2c(nnn2-c2cccc(Cl)c2)c1=O was read as STK33 kinase inh -2.1 and Kir21 block -0.88.
Screening CCCCN(CC)CCNC(=O)c1cc2c(=O)n(C)c3ccccc3c2n1C returned STK33 kinase inh -1.6 and Kir21 block -1.16.
For COc1ccc(-c2cc(C(F)(F)F)n3ncc(C(=O)N(C)Cc4ccccc4)c3n2)cc1 the results were STK33 kinase inh -1.6 and Kir21 block 0.51.
Screening CC(C)C(C(=O)Nc1sc2c(c1C#N)CCCCC2)N1C(=O)c2ccccc2C1=O (stereo not drawn) returned STK33 kinase inh -0.6 and Kir21 block -0.54.
For COc1ccc(C(=O)NCc2ccc3c(c2)cc(C)n3C)cc1OC the results were STK33 kinase inh 0.6 and Kir21 block -4.02.
`Cc1ccc(S(=O)(=O)N2CCC(C)CC2)cc1` gave STK33 kinase inh -1.1 and Kir21 block -0.79.
COCCNC(=O)CSc1ccc(Cl)cc1 was read as STK33 kinase inh 8.4 and Kir21 block -0.3.
Cc1cc(Cl)ccc1Oc1nccc(N(C)C)c1C#N was read as STK33 kinase inh -0.4 and Kir21 block 2.16.
Screening C#CCOCCOCCOCCNc1nc(N2CCN(C(=O)C([C@@H](C)CC)n3cc(C(N)Cc4ccc(O)cc4)nn3)CC2)nc(N2CCN(C(=O)[C@H](CCC(=O)O)n3cc(C(N)CC(C)C)nn3)CC2)n1 (stereo partly drawn) returned STK33 kinase inh -0.4 and Kir21 block -0.6.
COCCn1c(N)c(C(=O)NS(=O)(=O)c2ccc(C)cc2)c(=O)[nH]c1=O was read as STK33 kinase inh -0.6 and Kir21 block -0.82.
For COc1cc(C2C3=C(CCCC3=O)Nc3[nH]n(-c4ccccc4)c(=O)c32)ccc1OC(C)=O (stereo not drawn) the results were STK33 kinase inh -1.2 and Kir21 block 0.6.
`COc1ccc(C(=O)Nn2c(C)nc3ccccc3c2=O)cc1` gave STK33 kinase inh 0.3 and Kir21 block 1.09.
`O=C(Nc1ccc(Oc2cccnc2)cc1)c1cccc([N+](=O)[O-])c1` gave STK33 kinase inh 0.5 and Kir21 block 0.26.
Screening CC(=O)c1ccccc1NC(=O)C1CCCN(C(=O)c2ccc(Cl)cc2)C1 (stereo not drawn) returned STK33 kinase inh 0.9.
Screening CCOc1cccc2sc(N(CCN(C)C)C(=O)CCS(=O)(=O)c3ccccc3)nc12 returned STK33 kinase inh 1.7 and Kir21 block 0.61.
Screening CN(C)S(=O)(=O)c1ccc(C(=O)Nc2ccccc2[N+](=O)[O-])cc1 returned STK33 kinase inh -0.8 and Kir21 block 0.06.
For COc1ccc(C(CNc2nc(-c3cccnc3)nc3ccccc23)N(C)C)cc1 (stereo not drawn) the results were STK33 kinase inh 1.0 and Kir21 block 0.05.
Screening O=[N+]([O-])c1ccc(S(=O)(=O)N2CCN(c3ccc(N4CCOCC4)nn3)CC2)cc1 returned STK33 kinase inh -2.4 and Kir21 block -0.72.
Screening Cc1cccc(CCNC(=O)C2CCN(S(=O)(=O)N3CCOCC3)CC2)c1 returned STK33 kinase inh -0.3 and Kir21 block 0.9.
For Cc1nc(OCc2c(C)noc2C)c2ccccc2n1 the results were STK33 kinase inh -0.7 and Kir21 block -0.14.
Screening COc1ccc(-c2nc(CSCC(=O)NCc3ccc4c(c3)OCO4)c(C)o2)cc1 returned STK33 kinase inh -0.2 and Kir21 block 2.45.
`Cc1ccc(S(=O)(=O)NN=C2C3CC4CC(C3)CC2C4)cc1[N+](=O)[O-]` gave STK33 kinase inh -1.6 and Kir21 block 0.09.
Screening Cc1nc2sccn2c(=O)c1S(=O)(=O)N1CCN(c2ccccc2)CC1 returned STK33 kinase inh -1.3 and Kir21 block 2.71.
CCc1c(O)cc2n(c1=O)-c1ccc(Cl)cc1C2(C)C was read as STK33 kinase inh -0.3 and Kir21 block 1.5.
Nc1ccc2oc(CCc3ccccc3)nc2c1 was read as STK33 kinase inh -1.6 and Kir21 block -0.37.
O=C(COC(=O)/C=C/c1cccc(C(F)(F)F)c1)Nc1ccc(Cl)cn1 was read as STK33 kinase inh 0.7.
CC(=O)O[C@]1(C(C)=O)CCC2C3C=C(C)C4=CC(=O)CC[C@]4(C)C3CC[C@@]21C (stereo partly drawn) was read as STK33 kinase inh 0.8 and Kir21 block 0.2.
`COc1ccccc1OCCNC(=O)CSC(=S)N1CCCC1` gave STK33 kinase inh -1.0 and Kir21 block -0.79.
COc1cccc(C2=NN(C(=O)c3cccs3)C(O)(C(F)(F)F)C2)c1 (stereo not drawn) was read as STK33 kinase inh 0.4 and Kir21 block 0.42.
For O=C(NC1CCCC1)C(c1ccccc1)N(C(=O)c1csnn1)C1CCCC1 (stereo not drawn) the results were STK33 kinase inh 1.0 and Kir21 block -0.55.
`Cc1noc(/C=C/N(C)C)c1S(=O)(=O)N1CCCC(C(=O)NC2CCCCC2)C1` (stereo not drawn) gave STK33 kinase inh 0.4 and Kir21 block 0.24.
Screening C/C(=N\NC(=O)c1cc2ccccc2cc1O)c1ccccn1 returned STK33 kinase inh 8.1 and Kir21 block 0.07.
`COc1ccc(CN(C)C(=O)CNC(=O)Cc2cccc3ccccc23)c(OC)c1OC` gave STK33 kinase inh -3.5 and Kir21 block -0.09.
O=C(O)CCCCCNc1nc(-c2ccccc2)nc2ccccc12 was read as STK33 kinase inh -1.6 and Kir21 block -0.01.
`CCc1ccccc1N(CC(=O)NC(C)c1ccccc1)S(C)(=O)=O` (stereo not drawn) gave STK33 kinase inh -0.5 and Kir21 block 0.01.
For COc1ccc(CCNC(=O)c2ccc(S(=O)(=O)N(C)c3ccccc3)cc2)cc1OC the results were STK33 kinase inh -2.9 and Kir21 block 0.01.
For COc1cc(NC(=O)CCN2CC(C)OC(C)C2)cc(OC)c1 (stereo not drawn) the results were STK33 kinase inh -0.5 and Kir21 block 1.01.
Cc1ccc(CNC(=O)C2CCC(=O)N2C2CCCCC2)cc1 (stereo not drawn) was read as STK33 kinase inh -0.9 and Kir21 block -0.73.
Screening O=C(CCNS(=O)(=O)c1ccc(Br)cc1)Nc1cccc(F)c1 returned STK33 kinase inh -0.3 and Kir21 block -0.04.
N#CCc1nn(-c2ccc(Cl)cc2)c(N)c1C#N was read as STK33 kinase inh -0.9 and Kir21 block 1.36.
`Cc1ccc(/C=N/n2c(-c3cccc(Cl)c3)n[nH]c2=S)o1` gave STK33 kinase inh -5.7 and Kir21 block 0.09.
`Cc1ccc(C(=O)/C=C2/NC(=O)CS2)cc1` gave STK33 kinase inh -3.3 and Kir21 block -1.11.
`CCN(CC)CCCNC(=O)c1cc(Nc2ccc(OC)cc2)nc2ccccc12` gave STK33 kinase inh 0.3 and Kir21 block -1.77.
`CC(C)C[C@@H](COc1ccccc1)N1CCN(CC(C)C)CCC1=O` gave STK33 kinase inh -0.6 and Kir21 block -0.04.
O=C(/C=C/c1ccccc1)NC(NC(=S)Nc1ccc(Cl)cc1)C(Cl)(Cl)Cl (stereo not drawn) was read as STK33 kinase inh -0.6 and Kir21 block -2.3.
O=C(Nc1ccccc1)C1CCCN1C(=O)NCc1ccccc1 (stereo not drawn) was read as STK33 kinase inh -0.8 and Kir21 block 1.55.
For Cc1cccc(NC(=O)CSCC(=O)Nc2cc(S(=O)(=O)N3CCOCC3)ccc2OC(C)C)c1 the results were STK33 kinase inh -0.7 and Kir21 block -2.32.
COC1=C/C(=C/c2c(N)n3c(nc2=O)sc2cc(S(C)(=O)=O)ccc23)C=CC1=O was read as STK33 kinase inh 9.1 and Kir21 block -4.75.
`Cc1nc2ccc(NC(=O)c3ccc(N4C(=O)CCC4=O)cc3)cc2s1` gave STK33 kinase inh -4.4 and Kir21 block -0.66.
For O=C(CCNC(=O)c1ccc(Br)cc1)NCCCc1ccccc1 the results were STK33 kinase inh -1.9 and Kir21 block -1.02.
Screening c1ccc(-c2noc(-c3ccccc3-c3ccccc3)n2)cc1 returned STK33 kinase inh -0.1 and Kir21 block 0.41.
COc1ccc2c(c1)c(=O)c(C(=O)c1ccccc1)cn2Cc1ccc(C)cc1 was read as STK33 kinase inh 0.5 and Kir21 block -1.49.
Cc1csc(NC(=O)CSc2ccc(-c3ccccn3)nn2)n1 was read as STK33 kinase inh -2.6 and Kir21 block -0.12.
CN(C)C1CCN(C(=O)c2cccc(OC3CCN(S(=O)(=O)N(C)C)CC3)c2)C1 (stereo not drawn) was read as STK33 kinase inh -0.3 and Kir21 block -1.76.
For CSc1nc(C)cc(Oc2ccc(OCCOc3ccccc3)nn2)n1 the results were STK33 kinase inh -1.5 and Kir21 block 0.05.
Screening Cc1nc(N)sc1-c1csc(Nc2ccccn2)n1 returned Kir21 block -2.15.
Screening Nc1nnc(Cc2c[nH]c3ccccc23)s1 returned STK33 kinase inh 1.5 and Kir21 block 2.06.
Screening COc1cccc(NC(=O)c2cccc(N3C(=O)C4CCC(C)CC4C3=O)c2)c1 (stereo not drawn) returned STK33 kinase inh 0.5 and Kir21 block -0.94.
CCN(CC)C1=N/C(=C\c2ccco2)C(=O)N1c1ccccc1 was read as STK33 kinase inh 3.1 and Kir21 block 0.8.
`COCC(C)NC(=O)Cn1c(SCc2ccccc2)nc2ccccc21` (stereo not drawn) gave STK33 kinase inh -0.3 and Kir21 block 1.01.
For CSCC[C@H](NC(=O)c1cccs1)c1nnc2ccccn12 the results were STK33 kinase inh -1.8 and Kir21 block 1.68.
Screening CC(C)Sc1oc(-c2ccco2)nc1S(=O)(=O)c1ccc(F)cc1 returned STK33 kinase inh -0.6 and Kir21 block -3.73.
`COc1ccc(C(CNC(=O)/C=C/c2c(Cl)nc3ccccn23)N(C)C)cc1` (stereo not drawn) gave STK33 kinase inh 0.0 and Kir21 block 0.23.
Screening O=C(CC(C(=O)O)c1ccc(Cl)cc1)c1ccc(Br)cc1 (stereo not drawn) returned STK33 kinase inh -0.2 and Kir21 block -0.06.
Screening CC(=O)c1cccc(OCC(=O)N(Cc2ccco2)c2c(N)n(Cc3ccccc3)c(=O)[nH]c2=O)c1 returned STK33 kinase inh -0.2.

Of the compounds above, ten have fluorine:
O=C(Cc1nnc(NC(=O)Nc2ccc(F)cc2)s1)Nc1ccccc1 was read as STK33 kinase inh 0.7 and Kir21 block -0.32.
Screening O=C(NC1CC1)C1=C[C@H](c2ccc(C(F)(F)F)cc2)C[C@H](OCc2ccc(CO)cc2)O1 returned STK33 kinase inh 0.5 and Kir21 block -3.98.
For O=C(CN(Cc1ccc(F)cc1)C(=O)CCC(=O)Nc1ccccn1)NCc1ccco1 the results were STK33 kinase inh 0.7 and Kir21 block -1.17.
`COc1cc(/C=C(/C#N)c2ccc(F)cc2)ccc1OCc1ccc(C(=O)O)o1` gave STK33 kinase inh 0.6 and Kir21 block 1.24.
Cc1ncc([N+](=O)[O-])n1CCOC(=O)NC(Nc1ccc(F)cc1)C(Cl)(Cl)Cl (stereo not drawn) was read as STK33 kinase inh -1.2 and Kir21 block 3.42.
For COc1ccc(-c2cc(C(F)(F)F)n3ncc(C(=O)N(C)Cc4ccccc4)c3n2)cc1 the results were STK33 kinase inh -1.6 and Kir21 block 0.51.
O=C(COC(=O)/C=C/c1cccc(C(F)(F)F)c1)Nc1ccc(Cl)cn1 was read as STK33 kinase inh 0.7.
COc1cccc(C2=NN(C(=O)c3cccs3)C(O)(C(F)(F)F)C2)c1 (stereo not drawn) was read as STK33 kinase inh 0.4 and Kir21 block 0.42.
Screening O=C(CCNS(=O)(=O)c1ccc(Br)cc1)Nc1cccc(F)c1 returned STK33 kinase inh -0.3 and Kir21 block -0.04.
Screening CC(C)Sc1oc(-c2ccco2)nc1S(=O)(=O)c1ccc(F)cc1 returned STK33 kinase inh -0.6 and Kir21 block -3.73.
